From PubChem
PP1 inh: counter-screen for PP5 inhibitors: inhibitors of human PP1-alpha | P62136 | purified PP1alpha, OMFP fluorescence | inhibition, % at 6.7 µM | hit rate 0.9% among 320,000 | AID 2235;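 active = inhibition above the mean inhibition of all tested compounds plus 3 SD, computed separately for each screening campaign, cut at about 15% in these data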
procasp3 activ: activators of human procaspase-3; hit rate 0.11% among 330,000; P42574; recombinant procaspase-3 D3A, Ac-DEVD-pNA absorbance 405 nm; AID 463141; activation, % at 8.5 µM;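 active = activation above the mean of all tested compounds plus 3 SD, cut at about 21% in these data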;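 note: 0% = DMSO alone and 100% = DMSO wells spiked with extra 5 µM PC-3 D3A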
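assay system = Procaspase-3 D3A mutant | signal = absorbance at 405 nm, 0 and 120 min | times = 1 h preincubation plus 2 h reaction at 25 °C | repeats = single replicate | read-out = % activation between DMSO and enzyme-spiked controls | medium = Zinc-free HEPES saline buffer with Triton X-100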
CTSL1 counter: cathepsin L1 inhibition, PFM18AAP counter-screen | recombinant F. hepatica cathepsin L1, Z-Leu-Arg-MCA fluorescence | inhibition, % at 5.96 µM | hit rate 0.49% among 300,000 | AID 1906;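 active = inhibition above the mean of all tested compounds plus 3 SD, set per screening campaign, cut at about 17% in these data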;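 note: 0% = plate median of test compound wells and 100% = 1 µM Z-Phe-Ala-diazomethylketone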
procasp7 counter: counter-screen: procaspase-7 (human) activation; activation, % at 8.5 µM; recombinant procaspase-7, Ac-DEVD-pNA absorbance 405 nm; D23A/D198A/D206A triple mutant, cannot self-cleave; scale: DMSO 0, 5 µM enzyme 100; hit rate 0.093% among 330,000; P55210;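 active = percent activation above the screen-wide mean plus 3 SD, cut at about 25% in these data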
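Assay system: Uncleavable procaspase-7 mutant enzyme | Input: 2 µM procaspase-7 mutant as dispensed | Timing: 1 h compound preincubation, 2 h substrate cleavage, 25 °C | Repeats: One well per compound | Control set: DMSO wells as 0%, DMSO with 5 µM added PC-7 as 100% | Technique: Epi-absorbance of released pNA at 405 nm, two timepoints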
GASC-1 inh: human JMJD2C demethylase inhibition. hit rate 0.069% among 330,000. Q9H3R0. GST-JMJD2C(1-420) H3K9me3 demethylation, DELFIA europium. inhibition, % at 2.35 µM;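 active = more than half of a compound's replicate wells show inhibition beyond 50%, single wells judged on their own value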;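 note: signal counts dimethyl H3K9 product captured on neutravidin plate; 0% = median of DMSO wells and 100% = 0.3 times that DMSO median; strong numbers were not always called active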
Target sequence (Q9H3R0 1-420 limits assumed): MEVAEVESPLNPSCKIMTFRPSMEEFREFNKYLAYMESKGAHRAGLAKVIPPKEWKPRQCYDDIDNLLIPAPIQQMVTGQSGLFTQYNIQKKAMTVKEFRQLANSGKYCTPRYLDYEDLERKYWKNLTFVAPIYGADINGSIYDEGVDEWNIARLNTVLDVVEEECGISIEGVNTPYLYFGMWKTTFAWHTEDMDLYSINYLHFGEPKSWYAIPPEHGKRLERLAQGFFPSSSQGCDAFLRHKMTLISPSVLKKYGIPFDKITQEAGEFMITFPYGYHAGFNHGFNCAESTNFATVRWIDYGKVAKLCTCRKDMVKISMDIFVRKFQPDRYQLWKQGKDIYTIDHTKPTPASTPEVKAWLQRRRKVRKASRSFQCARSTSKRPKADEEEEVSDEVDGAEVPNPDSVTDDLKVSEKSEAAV
HCV core dimer: blocks dimerization of HCV core protein. hit rate 0.33% among 300,000. TR-FRET GST/Flag-core106 dimerization, 1536-well. inhibition, % at 5 µM. AID 1899;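 active = inhibition above the mean of all tested compounds plus 3 SD, set per screening campaign, cut at about 45% in these data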
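Material: GST/Flag-tagged HCV core106 proteins. Incubation: 4 h, 22.5 °C incubation. Read-out basis: inhibition (%) from 671 over 617 nm ratio. Measured by: TR-FRET, excitation 340 nm, emission 617 and 671 nm.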
PP5 inh: blocks human protein phosphatase 5 activity; P53041; hit rate 0.18% among 320,000; inhibition, % at 6.7 µM; purified PP5c, OMFP substrate fluorescence;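 active = inhibition above the campaign's mean inhibition across all tested compounds plus 3 SD, cut at about 9.5% in these data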;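 note: 0% = DMSO only and 100% = 100 µM cantharidin control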
Target sequence (P53041 whole entry, looked up): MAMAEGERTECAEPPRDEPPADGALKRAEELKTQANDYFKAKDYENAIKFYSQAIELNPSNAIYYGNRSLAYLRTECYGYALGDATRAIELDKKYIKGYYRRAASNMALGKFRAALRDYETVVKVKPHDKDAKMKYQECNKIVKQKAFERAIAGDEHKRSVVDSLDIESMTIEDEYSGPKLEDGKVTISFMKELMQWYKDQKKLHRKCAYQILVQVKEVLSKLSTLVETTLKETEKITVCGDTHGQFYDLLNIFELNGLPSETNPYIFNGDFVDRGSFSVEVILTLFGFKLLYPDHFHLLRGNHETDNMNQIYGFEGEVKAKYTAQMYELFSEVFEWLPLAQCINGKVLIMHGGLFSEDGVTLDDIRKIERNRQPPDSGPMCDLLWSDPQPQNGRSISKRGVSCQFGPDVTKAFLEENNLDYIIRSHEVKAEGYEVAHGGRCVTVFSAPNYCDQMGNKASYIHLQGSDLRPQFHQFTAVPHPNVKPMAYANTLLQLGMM
GRK2 aptamer HTS: blocks RNA aptamer binding to human GRK2 | P25098 | bead flow cytometry, FAM-aptamer displacement from GRK2 | inhibition of aptamer binding, % at 10 µM | hit rate 0.59% among 330,000 | AID 488847;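 active = inhibition of aptamer binding above 40%, roughly 3 SD of noise, on plates passing a quality check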;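 note: median bead fluorescence of bound FAM aptamer so fluorescent compounds give negative values; no value below 0 was filed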
VLA-4 inh: inhibition in a human VLA-4 binding assay | P13612 | VLA-4 expressing cells, ligand binding flow cytometry | inhibition, % (about 7 µM as worked out from the volumes in the protocol) | hit rate 0.2% among 330,000 | AID 2557; in the data active = inhibition above about 50%
Starred values were filed as active, the others as inactive; i = inactive; nt = not tested or not shown.

SMILES	PP1 inh	procasp3 activ	CTSL1 counter	procasp7 counter	GASC-1 inh	HCV core dimer	PP5 inh	GRK2 aptamer HTS	VLA-4 inh
O=C(N/N=C/c1ccc(O)cc1)c1cncc(Br)c1	1	2	3	3	36	-2	0.9	1	-24
CC(C)(C)c1nnc(NC(=O)CCS(=O)(=O)Cc2ccccc2)s1	3	18	0	2	-3	7	0.1	0	4
COc1ccc(NC(=O)c2cc(OC)c(OC)c(OC)c2)cc1S(=O)(=O)N1CCCCC1	0	1	-3	1	7	2	-1.8	0	-25
O=C(CN(c1ccccc1F)S(=O)(=O)c1ccccc1)NC1CCCCCC1	2	-2	0	-1	9	4	2.7	1	2
CCOC(=O)c1cc(C#N)c(N2CCN(c3ccccn3)CC2)nc1-c1ccccc1	0	4	2	3	4	16	2.6	0	-3
COc1ccc(-c2nnc(SCC(=O)NC3CCCCC3)o2)cc1	-1	-6	7	9	-20	-4	-2.1	0	9
FC(F)(F)c1cnc(Sc2nc3nccc(-c4ccc(Cl)cc4)n3n2)c(Cl)c1	6	7	0	5	2	14	1.5	1	-5
Cc1cccc(CN2C(=O)[C@H]3Cc4c([nH]c5ccccc45)C(C)(C)N3C2=O)c1	1	5	2	8	-7	7	4.0	1	-13
COc1ccc(N=Cc2sc3ccccc3c2Cl)cc1	-1	6	2	10	24	0	-0.5	1	-10
COc1ccc(N2CCN(C(=O)c3ccc(NS(=O)(=O)c4ccc(F)cc4)cc3)CC2)cc1	1	0	-1	-6	8	3	-2.2	2	5
Cc1nc(CNC(=O)C2CCC(=O)N(CCc3ccc(Cl)cc3)C2)sc1C (configuration not stated)	-7	-8	-3	2	-2	0	1.3	1	-10
Cc1ccc(S(=O)(=O)NCCC(=O)OCc2ccc([N+](=O)[O-])cc2)cc1C	-2	3	-13	8	7	-2	1.7	2	5
O=C(COC(=O)c1c(F)cccc1F)Nc1ccc(N2CCCCC2)cc1	nt	1	nt	-4	-1	nt	nt	0	8
O=S(=O)(c1ccccc1)N1CCN(c2cccc(Cl)c2)CC1	1	0	-2	4	-1	10	4.1	3	17
CC12C(=O)N(CCC(=O)O)C(=O)C1C1C=CC2C1 (configuration not stated)	4	-3	-7	3	3	-6	2.5	0	3
CCOc1ccc(N2C(=O)Nc3ccc(Br)cc3C2(O)C(=O)NC(C)C)cc1 (configuration not stated)	-3	1	-3	12	-1	3	1.2	0	5
O=C(NCC1CCCO1)c1cnc(Cl)c(Cl)c1 (configuration not stated)	2	-2	3	-4	-6	4	0.4	1	4
c1ccc(OCc2nc(-c3ccncc3)no2)cc1	0	0	-1	6	31	2	-2.3	0	4
CCCCC/C(=N\NC(=O)CCC(=O)NCc1ccccc1)c1ccccc1	0	-6	-1	3	-1	2	3.0	0	27
Cc1cc(Br)ccc1NC(=O)CNC(=O)CNc1cccc([N+](=O)[O-])c1	-3	4	nt	3	1	nt	2.3	0	5
CC(NS(=O)(=O)c1ccc(Cl)c(Cl)c1)C(=O)OCC(=O)Nc1ccc2c(c1)OCO2 (configuration not stated)	1	-4	-11	1	7	2	1.5	0	-4
CNC(=O)CSc1nnc(-c2ccccn2)n1Cc1ccco1	3	2	-6	8	-5	0	-0.7	3	5
Cc1cc(C)cc(C(=O)NC(CC(N)=O)c2ccc(N3CCC(Br)CC3)c([N+](=O)[O-])c2)c1 (configuration not stated)	-1	0	-2	8	3	18	-2.1	0	18
Cc1nc2ncnn2c(C)c1Cc1c(Cl)cccc1Cl	0	5	0	4	-3	9	0.7	0	4
COc1ccc([N+](=O)[O-])cc1NC(=O)C1CCCCC1C(=O)O (configuration not stated)	-5	9	2	3	6	-9	3.7	0	13
O=C(O)/C(=C\c1cccc([N+](=O)[O-])c1)c1ccc(S(=O)(=O)N2CCCCC2)s1	2	5	-2	-9	8	7	2.2	1	-1
CCOC(=O)CCc1c(C)nc(SCc2ccc(C(=O)O)cc2)c(C#N)c1C	2	8	0	8	1	13	-0.6	0	1
COc1ccc(-c2c(C)nn3c(N)c(-c4ccccc4)cnc23)cc1OC	-2	-1	2	1	9	-7	1.2	1	22
O=C(c1ccccc1)c1cc([N+](=O)[O-])ccc1N1CCOCC1	-6	-10	-3	-11	-13	-9	2.7	0	26
CC(=O)N1CC(C)Oc2ccc(S(=O)(=O)Nc3ccc(Cl)cn3)cc21 (configuration not stated)	-4	6	-4	-8	3	6	0.7	2	13
Cc1c(C(c2cccs2)c2c(C)n(C)n(-c3ccccc3)c2=O)c(=O)n(-c2ccccc2)n1C	-8	-3	-2	6	15	3	-0.2	2	7
Cc1oc(C(C)(C)C)cc1C(=O)Nc1ccc(C(=O)O)cc1	-2	6	4	4	1	3	2.3	3	7
Fc1cccc(Cl)c1/C=N/n1c(-c2cccnc2)n[nH]c1=S	0	1	-3	-8	6	1	3.1	5	5
CC(C)(C#N)NC(=O)C1CCCN1S(=O)(=O)c1ccc2ccccc2c1 (configuration not stated)	-2	1	1	3	-5	7	1.6	0	1
O=C(NN1CCCCC1)c1ccccc1	2	0	-7	-2	-30	2	1.5	1	2
Clc1ccc(-c2noc(CCCc3ccccc3)n2)cc1	6	8	-1	-7	1	-4	2.9	3	-11
COC(=O)c1nnn(-c2nonc2N)c1CSc1ccccn1	1	6	-3	0	6	-6	2.0	2	-7
CC1=C(C#N)C(/C=N/OCc2ccc(F)cc2Cl)CC(=O)N1 (configuration not stated)	-2	6	1	2	0	-1	3.0	0	2
Cc1ccc(C)c(NS(=O)(=O)c2cc(C(=O)Nc3cccc(N(C)S(C)(=O)=O)c3)ccc2C)c1	-2	-5	-3	-7	17	2	7.5	0	6
COc1ccc(CCNC(=O)CSc2nnc3ccc(-c4ccccn4)nn23)cc1	-3	-11	-2	9	-18	2	-0.1	0	3
COc1ccccc1-c1nc(S(=O)(=O)c2ccccc2)c(N2CCOCC2)o1	-2	2	2	-15	1	2	1.4	4	-11
CSc1ccccc1NS(=O)(=O)c1cccc2nonc12	-7	10	5	2	6	4	-0.3	11	-5
O=C(CSc1nnc(Cc2ccccc2)o1)N1CCCc2ccccc21	-2	2	8	-6	10	-7	2.9	0	7
Cc1cc(C)c2c(c1)/C(=N/Nc1ccc(S(N)(=O)=O)cc1[N+](=O)[O-])CCC2	-2	-6	6	0	-1	5	-0.2	nt	-4
CC(C)NC(=O)c1cc2c(-c3ccc(Cl)cc3)nn(C)c2s1	-6	-6	-1	0	-2	2	-2.6	1	-8
CCOC(=O)c1ccc(C(=O)OCC)nc1	-1	-4	-2	1	i	1	1.0	0	0
Cc1ccccc1Cn1nc(C)c(NC(=O)c2noc3c2CCCC3)c1C	-6	0	-3	0	-34	-5	2.3	1	nt
CCCSc1nc2c(c(=O)[nH]c(=O)n2C)n1Cc1ccccc1	1	3	0	-1	-18	10	1.2	1	20
O=C1Nc2ccccc2/C1=C/c1cccnc1	-4	1	4	4	-14	-4	-0.2	4	6
Cc1cc(NC(=O)CN2C(=O)NC3(CCC(C)CC3)C2=O)no1 (configuration not stated)	0	-8	1	11	-25	-1	-0.3	0	1
Carrying on.
SMILES	PP1 inh	procasp3 activ	CTSL1 counter	procasp7 counter	GASC-1 inh	HCV core dimer	PP5 inh	GRK2 aptamer HTS	VLA-4 inh
Cc1cccc(NC(=O)CNC(=O)COC(=O)c2ccco2)c1C	-1	5	nt	1	6	nt	-2.4	3	13
O=C(c1ccc(CS(=O)(=O)c2ccccc2)o1)N1CCOCC1	-2	0	2	5	-3	-6	0.3	2	-22
O=C(O)c1ccccc1C(=O)NCc1cccnc1	-2	15	-4	-1	1	-6	1.0	1	5
O=C(COc1ccc(Cl)cc1)N/N=C/c1cccc2cccnc12	6	-4	0	-3	-3	4	1.8	3	-8
CC(NC1CCCC1)C(=O)Nc1ccccc1-c1ccccc1 (configuration not stated)	1	1	2	1	i	8	-5.4	0	3
COc1ccc(C(=O)N=S2CCN(C(=O)c3ccc(Cl)cc3)CC2)cc1	-2	-9	-2	-9	-8	0	3.6	1	20

In the list so far, these contain an aryl thioether with sulfur outside any ring:
SMILES	PP1 inh	procasp3 activ	CTSL1 counter	procasp7 counter	GASC-1 inh	HCV core dimer	PP5 inh	GRK2 aptamer HTS	VLA-4 inh
COc1ccc(-c2nnc(SCC(=O)NC3CCCCC3)o2)cc1	-1	-6	7	9	-20	-4	-2.1	0	9
FC(F)(F)c1cnc(Sc2nc3nccc(-c4ccc(Cl)cc4)n3n2)c(Cl)c1	6	7	0	5	2	14	1.5	1	-5
CNC(=O)CSc1nnc(-c2ccccn2)n1Cc1ccco1	3	2	-6	8	-5	0	-0.7	3	5
CCOC(=O)CCc1c(C)nc(SCc2ccc(C(=O)O)cc2)c(C#N)c1C	2	8	0	8	1	13	-0.6	0	1
COC(=O)c1nnn(-c2nonc2N)c1CSc1ccccn1	1	6	-3	0	6	-6	2.0	2	-7
COc1ccc(CCNC(=O)CSc2nnc3ccc(-c4ccccn4)nn23)cc1	-3	-11	-2	9	-18	2	-0.1	0	3
CSc1ccccc1NS(=O)(=O)c1cccc2nonc12	-7	10	5	2	6	4	-0.3	11	-5
O=C(CSc1nnc(Cc2ccccc2)o1)N1CCCc2ccccc21	-2	2	8	-6	10	-7	2.9	0	7
CCCSc1nc2c(c(=O)[nH]c(=O)n2C)n1Cc1ccccc1	1	3	0	-1	-18	10	1.2	1	20
